Screens: PubChem, several laboratories
NR2E3 ag-1: NR2E3 agonists in two-hybrid cells, primary screen, cell-based, luminescence, CHO-S, Gal4-NCOR/VP16-NR2E3 | 0.35% of 360,000 active | inhibition of corepressor binding, % at 3.98 µM | luciferase | AID 602229, 2012;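 active = inhibition above the mean of all tested compounds plus 3 SD, cut at about 70% in these data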;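 note: 0% = DMSO with NR2E3 transfected cells and 100% = cells lacking NR2E3 construct; higher means lower luciferase signal from less NR2E3 corepressor binding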
Target sequence (Q9Y5X4 whole entry, looked up, the tested form may be a part): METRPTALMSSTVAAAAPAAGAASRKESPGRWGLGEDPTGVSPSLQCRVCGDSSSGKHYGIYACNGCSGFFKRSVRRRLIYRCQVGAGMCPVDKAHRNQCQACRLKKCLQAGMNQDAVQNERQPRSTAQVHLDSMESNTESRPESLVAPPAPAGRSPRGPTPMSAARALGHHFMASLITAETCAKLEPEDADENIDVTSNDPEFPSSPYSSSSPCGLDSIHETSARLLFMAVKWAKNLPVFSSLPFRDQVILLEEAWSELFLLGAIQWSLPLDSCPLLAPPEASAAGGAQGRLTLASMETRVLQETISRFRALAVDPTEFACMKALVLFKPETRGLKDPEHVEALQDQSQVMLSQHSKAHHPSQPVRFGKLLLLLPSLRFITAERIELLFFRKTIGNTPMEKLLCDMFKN
CF NFkB inh: inhibitors of PAF-induced NF-kB signaling, primary screen, cell-based, GFP fluorescence, uHTS. KKLEB NF-kB-GFP reporter, GFP fluorescence overnight. 0.86% of 360,000 active. inhibition, % at 5 µM. AID 588850, 2011;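 active = at least 50% inhibition at 5 µM, scaled per plate between neutral and stimulator controls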;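 note: PAF is a Pseudomonas aeruginosa culture filtrate used as stimulus; plate controls were PAF-stimulated DMSO wells for no effect and unstimulated DMSO wells for full effect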
Peg3 promoter: Peg3 promoter-driven luciferase inhibitors, primary screen, cell-based, HeLa, luciferase luminescence; HeLa PEG-Prom luciferase reporter, overnight; inhibition, % at 20 µM; 1.7% of 360,000 active; AID 588405, 2011;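 active = inhibition of at least 50% at 20 µM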
HIF-2a block: HIF-2a reporter inhibitors, primary screen, luminescence, 786-0 RCC cells. AID 624352, 2012. inhibition, % at 18.8 µM. 0.72% of 360,000 active. 786-0 RCC cells HIF-2a reporter, luciferase luminescence, overnight;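 active = inhibition of the luminescence signal of 40% or more relative to plate controls, in a single-dose primary screen at 18.75 µM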
CaV13 ICDI inh: Disruptors of the CACNA1D IQ motif to Ca2+-dependent inactivation inhibitor domain association, primary screening, Förster resonance energy transfer in intact living …; HEK cells, CFP/YFP FRET ICDI-IQ, plate reader, 10 min; percent FRET-ratio fall versus neutral wells; inhibition, % at 12.3 µM; 0.098% of 340,000 active; AID 743397;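 active = mean replicate inhibition of at least 30% and at least 1% of replicates passing that level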;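 note: 0% = median of the neutral control wells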
TRPM1 prom inh: inhibitors of MITF-dependent TRPM1 promoter reporter, primary screen, cell-based, SK-MEL-5, single point, luciferase. SK-MEL-5 TRPM1 promoter luciferase, 24 h. inhibition, % at 12.5 µM. 0.83% of 330,000 active;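 active = mean inhibition across replicates of 60% or more, whatever share of single replicates reaches that level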; note: values of inactives mirror those of a sister screen read the other way
Shn3 inh set2: reduction of Shn3 3'UTR firefly luciferase signal, primary screen, Schnurri-3 inhibitor project, cell-based, Clone20 osteoblasts, set 2 | Clone20 osteoblast Shn3 3'UTR firefly luciferase, 24 h | inhibition, % at 12.5 µM | 0.52% of 360,000 active | AID 588674, 2011;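 active = mean inhibition of at least 75% with every replicate also reaching 75%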;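 note: 0% = median of neutral control wells and 100% = pilot-screen positive control compound; some compounds past the cut are filed as inactive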
NR2E3 ag-2: inhibitors of NR2E3-RetCOR corepressor binding, primary screen, NR2E3 agonist project, biochemical, TR-FRET, GST-NR2E3, biotin-RetCOR; 0.12% of 320,000 active; AID 2300, 2010; 1536-well; inhibition of corepressor binding, % at 4.78 µM;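 active = percent inhibition above the cutoff of mean plus 3 SD of all tested compounds, set per screening campaign, cut at about 20% in these data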;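 note: 0% = DMSO wells and 100% = biotin wells as full block of FRET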
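Assay system: NR2E3–RetCOR corepressor complex. Quantity: 1.35 nM GST-NR2E3. Buffer or medium: pH 7.5 Tris-based buffer. Reagent: biotinylated RetCOR corepressor at 7 nM final. Schedule: 5 h at 4 °C. Detection: TR-FRET, emission read at 617 and 671 nm. Replicates: one well per compound, singlicate testing.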
PDI turbidity: inhibitors of human PDI, primary screen, biochemical, turbidity, single point, plate reader | AID 588391, 2011 | 0.052% of 350,000 active | Protein disulfide-isomerase (Homo sapiens), P07237 | inhibition, % at 10 µM | PDI insulin aggregation turbidity, A650, 90 min;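 active = mean inhibition across replicates of 30% or more, whatever share of single replicates reach that level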;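 note: absorbance from insulin aggregation driven by PDI reduction with DTT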
Target sequence (P07237 whole entry, looked up): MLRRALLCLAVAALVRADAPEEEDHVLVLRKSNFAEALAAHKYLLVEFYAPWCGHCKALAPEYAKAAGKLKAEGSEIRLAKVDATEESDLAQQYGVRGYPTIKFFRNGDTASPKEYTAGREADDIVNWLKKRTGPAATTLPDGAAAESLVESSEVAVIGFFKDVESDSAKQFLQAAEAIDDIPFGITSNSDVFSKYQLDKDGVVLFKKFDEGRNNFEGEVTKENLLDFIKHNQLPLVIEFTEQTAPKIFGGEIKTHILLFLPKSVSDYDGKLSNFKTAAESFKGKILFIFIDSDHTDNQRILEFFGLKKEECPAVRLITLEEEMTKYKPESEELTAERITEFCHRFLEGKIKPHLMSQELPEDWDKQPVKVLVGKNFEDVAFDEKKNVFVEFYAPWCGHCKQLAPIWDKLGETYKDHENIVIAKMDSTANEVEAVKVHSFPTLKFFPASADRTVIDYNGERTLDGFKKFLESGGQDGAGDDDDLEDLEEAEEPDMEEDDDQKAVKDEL
KKLEB cytotox: cytotoxicity in KKLEB CF airway cells, primary screen, cytotoxicity control for CF NF-kB inhibitor project, cell-based, uHTS, fluorescence assay plates; KKLEB CF airway cells viability, ATPlite luminescence, overnight; active compounds read low; cells stimulated with P. aeruginosa culture filtrate; AID 602141, 2011; activity change (cytotoxicity), % at 5 µM; 0.36% of 360,000 active;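 active = corrected activity change at or below -50% at 5 µM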
Vif imaging: HIV Vif self-association inhibitors, primary screen, imaging, HEK293T, single point; HEK293T cells, Vif self-association by quenched fluorescence, 24 h; inhibition, % at 7.49 µM; 0.35% of 340,000 active; AID 602346, 2012; in the data active = inhibition above about 50%, passing the limit was not always enough; note: some results filed as inactive read as strong as hits
An asterisk follows results filed as active; · = no result given; & = joins results of further samples. Not a hit list. Share with any hit: about 3.3%.

SMILES	NR2E3 ag-1	CF NFkB inh	Peg3 promoter	HIF-2a block	CaV13 ICDI inh	TRPM1 prom inh	Shn3 inh set2	NR2E3 ag-2	PDI turbidity	KKLEB cytotox	Vif imaging
NC1=NC2(CCCCC2)N=C(Nc2ccc(F)cc2F)N1	-21	1	-7	8	-5	6	-6	-2	-2	8	-3
CC(C)n1cnc2c(Nc3cccc(F)c3)nc(NCCO)nc21	-7	11	-44	-74	-5	-2	-14	2	-4	-28	-8
COc1cc2cnc(-c3ccsc3)cc2cc1OC	-10	-21	-19	-44	-6	14	-36	·	-5	-4	-1
CCOc1ccccc1N1CC(C(=O)N2CCc3ccccc32)CC1=O (configuration not stated)	-4	-3	11	13	·	6	5	4	4	-3	7
Cc1ccc(N(CC(=O)NC2CCCCC2C)S(=O)(=O)c2c(C)nn(C)c2C)cc1 (configuration not stated)	-37	-14	-6	10	-3	11	9	-2	7	-3	0
Cc1cccn2c(=O)nc(SCC(=O)N3CC(C)OC(C)C3)nc12 (configuration not stated)	9	7	11	13	·	0	19	-4	6	6	-7
Cc1cc(NC(=O)c2noc3c2CCCC3)nn1Cc1ccc(Cl)cc1	8	-4	-9	-159	-5	11	-24	2	-8	-7	-3
Cc1ccc(OCC(=O)Nc2ccc(C)c(S(=O)(=O)N3CCCCCC3)c2)c([N+](=O)[O-])n1	4	10	29	15	-8	7	7	7	-8	8	5
CSc1nnc(C)c(=O)n1COC(=O)COc1ccccc1C	10	1	18	7	-4	16	3	-2	-3	4	6
COc1ccc(-c2nn3c(-c4ccccn4)nnc3s2)cc1OC	-5	12	-2	6	-3	-30	-5	-3	-9	-2	4
C1CN(CC23CC4CC(CC(C4)C2)C3)CCO1	1	-9	11	-3	·	-1	-9	0	-10	1	-7
CCCSc1ncccc1C(=O)O	0	17	12	20	-4	8	73	-2	-3	-4	-1
Cc1ccc(N2C(=O)CC(N3CCN(S(=O)(=O)c4ccccc4)CC3)C2=O)c(C)c1 (configuration not stated)	-15	-1	11	6	·	4	-3	-3	-3	18	2
O=C(OCC(=O)N1CCN(C(=O)c2ccco2)CC1)c1ccccc1C(=O)c1ccc(Cl)cc1	-8	15	4	15	·	10	6	4	-5	5	11
CC1(C)NC(=O)N(CC(=O)N2CCN(c3cccc(C(F)(F)F)c3)CC2)C1=O	3	2	-7	-1	-6	-14	16	2	-6	-5	-6
Cc1cc(C)cc(NC(=O)Nc2ccc(-n3ccc(C(F)(F)F)n3)cc2)c1	0	1	-29	-67	10	-43	21	-3	-1	8	-1
COC(=O)c1c(NC(=O)CN2CCN(c3ccccc3Cl)CC2)sc(C)c1C	-5	-2	9	14	-3	6	-24	-4	-3	4	0
COC(=O)[C@H](C)NC(=O)NC1CCN(Cc2ccccc2)CC1	-2	0	2	7	-4	-4	8	3	15	6	14
Cc1ccccc1NS(=O)(=O)c1ccc(C(=O)N2CCN(c3ccccc3O)CC2)cc1	14	15	41	6	·	10	22	2	2	-14	·
Cc1noc(C)c1COc1ccc(C(=O)OCC(=O)c2ccc3c(c2)OCCO3)cc1	2	-10	0	-5	-4	-3	-4	0	-6	2	-21
Clc1ccc2[nH]c3c(NCCN4CCOCC4)ncnc3c2c1	-12	8	-2	-27	·	6	-18	0	-1	-7	-9
Fc1ccc(-c2nc(-c3cccs3)no2)cc1	-58	-8	-296	-230	-2	-55	-100	-1	-10	6	-4
CCCCCCC1CCC(C(=O)N2CCOCC2)CC1 (configuration not stated)	-12	7	8	-9	-4	5	4	-1	-4	-5	9
CC(NC(=O)CSc1ncnc2nc[nH]c12)c1ccccc1 (configuration not stated)	12	-2	13	6	-8	-13	3	2	8	-14	3
Oc1ccccc1CNc1ncc(Br)cc1Br	-40	-22	-23	-75	-5	-4	-14	0	2	-1	27
O=C1CC(C(=O)NCc2ccccc2)C2(CCCC2)O1 (configuration not stated)	4	-15	-4	8	-4	7	-10	2	5	12	9
Cc1ccc([N+](=O)[O-])c2c1C(N1CCCC1)C(C)(C)O2 (configuration not stated)	2	-9	7	19	2	-1	-14	-2	-7	-6	-6
CC(C)(O)C(=O)NNC(=S)Nc1ccc(F)c(Cl)c1	-4	0	2	16	-7	2	-21	5	-2	-3	3
COc1cccc(C2=NOC(C(=O)NCc3cccnc3)C2)c1 (configuration not stated)	-19	18	17	8	-18	2	9	3	2	-14	11
Cc1ccc(NC(=O)C2C3C=CC4(O3)C2C(=O)N(CCCN2CCCC(C)C2)C4C(=O)NC2CCCCC2)cc1 (configuration not stated)	10	4	-8	12	-2	-1	-2	5	1	0	0
Cc1cc(C)cc(C(=O)NCC(=O)OCc2cc([N+](=O)[O-])cc3c2OCOC3)c1	-17	-5	20	3	21	-9	-7	2	22	-8	-1
O=C(NN1CCOCC1)c1cccc(Cl)c1	-1	-10	10	15	-2	-7	12	1	13	7	3
COc1ccc(N=C(N(C)C)P(=O)(N(C)C)N(C)C)cc1	11&-15	-3&9	-4&2	-1&14	-6&-5	-7&6	-28&-2	2	-1&0	5&-19	2&26
O=C(CCn1ccc2cc(S(=O)(=O)N3CCCC3)ccc21)NCc1cccc(F)c1	11	8	23	8	-2	1	12	0	-2	-2	9
CCOC(=O)Nc1ccc2c(c1)nc(CN1CCOCC1)n2C	-25	10	-16	-17	0	-3	-3	0	8	-10	13
CC/C(=N\NC(=O)c1nnn(-c2nonc2N)c1CN(C)c1ccccc1)c1ccccc1	1	14	3	7	-5	0	-15	0	-2	1	6
CN(CC(=O)Nc1ccc(F)cc1)C(=O)COC(=O)/C=C/c1cccs1	8	10	-13	10	-1	3	7	-1	1	-6	20
O=c1[nH]c2ccccc2c2ccc(Cl)cc12	29	-58	1	-15	-5	-6	-4	·	8	8	-5
O=C(NNC(=O)c1cnccc1C(F)(F)F)c1ccc(Cl)cc1	-8	-1	3	12	-5	-6	1	3	1	-8	-3
Cc1ccc(CN2C(=O)CCC2C(=O)NCCCN2CCC(C)CC2)cc1 (configuration not stated)	13	-4	6	-3	·	-6	-66	·	-2	-4	-3
O=C1NN(c2cccc(Br)c2)C(=O)/C1=C/c1ccc(-c2cc([N+](=O)[O-])ccc2O)o1	6	-9	9	20	·	-6	14	0	-4	4	-4
COc1ccc(F)cc1-c1cc(NC=O)c2ncc(-c3cc(OC)c(OC)c(OC)c3)n2c1	7	26	46	-52	-4	·	17	·	11	4	-4
CC(C)(C)c1ccc(-c2nnc(SCCN3C(=O)c4ccccc4C3=O)o2)cc1	-33	2	-5	-65	·	-13	·	-2	-9	-2	·
CCN(C[C@H]1N[C@@](CC)(C(=O)OC)[C@H]2C(=O)N(C)C(=O)[C@@H]12)C(C)=O	-9	-22	8	5	-5	3	-1	·	-6	20	-4
COc1ccc(C2=NCCNC(C(F)(F)F)=C2)cc1	-1	-1	15	13	-6	0	0	3	1	19	4
CCOC(=O)CSc1nnc(CNC(=O)Cc2ccccc2)n1-c1ccccc1OC	-15	2	7	-13	-5	9	8	2	4	4	8
O=C(O)C(=O)/C(=C\c1ccc([N+](=O)[O-])cc1)c1ccc2ccccc2n1	-140	-16	-249	-297	-4	·	-38	0	-1	5	0
CCOC(=O)Cc1csc(NC(=O)c2ccoc2C)n1	-24	1	-131	-117	-3	-20	-25	3	6	-1	4
O=C(Nc1cccc(S(=O)(=O)N2CCCCC2)c1)c1cc([N+](=O)[O-])ccc1N1CCOCC1	0	-3	7	-2	-6	1	2	1	13	-4	-6
CCn1nc(C)cc1C(=O)NC1CCCc2c1cnn2-c1cc(F)cc(F)c1 (configuration not stated)	-37	-10	-35	-61	·	-10	3	·	1	6	1
Cc1ccc(S(=O)(=O)NCC(=O)OCC(=O)N2CCc3ccccc32)cc1	2	9	15	1	·	-3	-19	-2	-8	0	-37
CCCn1nc(C(=O)Nc2ccc3nc(N4CCOCC4)sc3c2)ccc1=O	38	18	14	-4	-6	55	39	·	1	-1	-9
CC1(C)CC(=O)C2=C(C1)N(CCN1CCOCC1)C1=C(C(=O)CC(C)(C)C1)C2c1cccc(Cl)c1	-21	-14	11	13	0	0	8	3	1	5	10
COCC(=O)NCCc1nc(-c2ccccc2)cs1	-10	4	-29	0	-3	-8	-1	-4	4	0	3
COc1ccc(NC(=S)N2CCC(C(=O)c3ccc(F)cc3)CC2)cc1	27	-20	3	7	-2	-3	22	·	0	0	-1
O=c1[nH]c2ccccc2n1CCCSc1cnc2ccccc2n1	-71	40	-33	-38	·	-11	0	6	8	-17	-6
O=C(COC(=O)c1ccccc1Br)Nc1nnc(-c2ccccc2)o1	-14	-16	15	-11	-2	7	-7	2	-1	-13	-5
Clc1ccc(CNc2ccccc2NCc2ccc(Cl)nc2)cn1	12	-18	10	3	9	-2	5	1	0	-5	6
CCOC(=O)N1CCC(NC(=O)c2cc(COc3ccccc3SC)on2)CC1	-40	13	-44	-66	·	-17	0	2	-3	-4	-21
CCC1CCCCN1C(=O)Nc1ccc(F)cc1 (configuration not stated)	9	-24	19	19	-5	7	-1	3	-4	1	-15
CCS(=O)(=O)N1Cc2ccccc2CC1C(=O)Nc1ccc(F)c(F)c1F (configuration not stated)	-6	-17	-130	-164	-4	-20	-31	1	-1	1	2
COCCCNC(=S)NNC(=S)Nc1ccccc1	-36	2	-64	-82	-5	-8	-36	1	1	9	0

Compound profiles, from the list above.
CC1(C)CC(=O)C2=C(C1)N(CCN1CCOCC1)C1=C(C(=O)CC(C)(C)C1)C2c1cccc(Cl)c1 in the list: NR2E3 ag-1: -21; CF NFkB inh: -14; Peg3 promoter: 11; HIF-2a block: 13; CaV13 ICDI inh: 0; TRPM1 prom inh: 0; Shn3 inh set2: 8; NR2E3 ag-2: 3; PDI turbidity: 1; KKLEB cytotox: 5; Vif imaging: 10
O=C(Nc1cccc(S(=O)(=O)N2CCCCC2)c1)c1cc([N+](=O)[O-])ccc1N1CCOCC1 in the list: NR2E3 ag-1: 0; CF NFkB inh: -3; Peg3 promoter: 7; HIF-2a block: -2; CaV13 ICDI inh: -6; TRPM1 prom inh: 1; Shn3 inh set2: 2; NR2E3 ag-2: 1; PDI turbidity: 13; KKLEB cytotox: -4; Vif imaging: -6
